DENV2 CPE = DENV2-induced cell death inhibition | CPE inhibition, % at 9.99 µM | AID 651640 | actives 1.7% (n = 350,000) | DENV2-infected cells, cytopathic effect rescue, plate reader; in the data active = CPE inhibition above about 20%, passing the limit was not always enough; inconclusive = no clear call, values can overlap the other calls; tested in BHK-21 cells;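 note: 0% = median of neutral control wells and 100% = median of positive control wells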
CASP6 VEID inh = inhibitors of human caspase-6. P55212. purified caspase-6, Z-VEID-R110 cleavage fluorescence. inhibition, % at 12.5 µM. actives 0.53% (n = 350,000);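 active = mean inhibition across replicates at least about 35%, with every replicate also reaching that limit, limit read from the data; inconclusive = only one of the two criteria met; inactive = neither criterion met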;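 note: 0% = median of neutral control wells and 100% = no fluorescence left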
SIRT5 block = sirtuin-5 (human) deacylase inhibition. Q9NXA8. Purified SirT5, succinyl-peptide AMC, trypsin-coupled fluorescence. inhibition, % at 15 µM. actives 1.1% (n = 330,000). AID 652115; in the data active = inhibition above about 15%; inconclusive = no clear call, values can overlap the other calls
ERp5 inh = inhibitors of human ERp5; actives 0.05% (n = 350,000); ERp5 insulin aggregation, absorbance 650 nm, 90 min; Q15084; inhibition, % at 9.99 µM; AID 651711;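 active = mean replicate inhibition above about 25%, with every replicate also reaching it, limit read from the data, passing the limit was not always enough; inconclusive = only one of those two criteria met; inactive = neither criterion met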
ERAP1 inh = inhibitors of human ERAP1 aminopeptidase; Q9NZ08; recombinant ERAP1, Leu-AMC fluorescence, 60 min; inhibition, % at 10.7 µM; actives 0.15% (n = 340,000); AID 652197;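 active = mean replicate inhibition of at least 30%, or all replicates individually reaching that 30% level; inactive = mean below 30% and not every replicate reaching it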;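 note: 0% = neutral control wells and 100% = L-leucinethiol positive control wells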
Target sequence (Q9NZ08 whole entry, looked up): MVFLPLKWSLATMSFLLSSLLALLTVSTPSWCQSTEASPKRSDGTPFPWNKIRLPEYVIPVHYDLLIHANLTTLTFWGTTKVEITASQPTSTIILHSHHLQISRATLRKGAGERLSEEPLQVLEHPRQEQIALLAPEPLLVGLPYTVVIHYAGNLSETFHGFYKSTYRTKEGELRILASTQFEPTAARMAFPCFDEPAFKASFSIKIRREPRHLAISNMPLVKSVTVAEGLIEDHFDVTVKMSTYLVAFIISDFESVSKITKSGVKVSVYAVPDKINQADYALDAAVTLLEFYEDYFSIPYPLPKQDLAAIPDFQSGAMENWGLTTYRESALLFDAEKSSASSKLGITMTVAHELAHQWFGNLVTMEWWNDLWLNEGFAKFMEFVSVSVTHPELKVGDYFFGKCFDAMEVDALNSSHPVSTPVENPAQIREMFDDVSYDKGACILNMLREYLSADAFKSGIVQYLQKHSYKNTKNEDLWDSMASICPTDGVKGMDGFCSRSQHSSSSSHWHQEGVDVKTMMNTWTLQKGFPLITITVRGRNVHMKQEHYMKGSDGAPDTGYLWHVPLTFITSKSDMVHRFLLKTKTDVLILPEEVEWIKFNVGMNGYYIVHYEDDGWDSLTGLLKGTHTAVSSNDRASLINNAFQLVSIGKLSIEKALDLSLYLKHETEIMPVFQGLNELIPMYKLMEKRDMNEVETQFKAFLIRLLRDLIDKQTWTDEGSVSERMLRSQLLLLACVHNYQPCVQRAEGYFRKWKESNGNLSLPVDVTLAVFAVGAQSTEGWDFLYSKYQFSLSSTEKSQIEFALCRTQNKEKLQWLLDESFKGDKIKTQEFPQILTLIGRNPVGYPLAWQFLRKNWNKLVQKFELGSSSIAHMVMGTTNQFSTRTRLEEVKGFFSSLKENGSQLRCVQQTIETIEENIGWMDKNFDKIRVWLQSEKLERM
CFTR F508del cor = correctors of CFTR F508del function in bronchial epithelial cells; actives 0.36% (n = 350,000); activity (quench increase), % at 7.58 µM; CFBE cells, YFP halide quenching; stimulated with forskolin plus potentiator P3; % fluorescence drop versus neutral controls; AID 720511;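 active = mean added fluorescence quench of at least 8% versus neutral control, with both replicates also reaching 8%; inconclusive = only one of the mean or replicate conditions met; inactive = mean below 8% and not both replicates reaching 8%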;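 note: cells transiently co-express mutant CFTR-F508del with the halide-sensitive YFP; corrector assay measuring rescue of mutant channel to the surface after 24 h compound exposure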
miR-122 sensor = inhibitors of miR-122 in Huh7 cells; activation (reporter increase), % at 12.5 µM; actives 0.3% (n = 340,000); Huh7 miR-122 Renilla luciferase sensor, 48 h; neutral wells = 0, positive control = 100;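 active = mean replicate activation score at least 90 and every replicate individually at or above 90; inconclusive = only one of the two criteria met; inactive = neither criterion met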;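 note: higher luciferase means less miR-122 activity so hits act as miR-122 inhibitors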
The depositor's hits bear a star; ? = inconclusive; · = no result given; & = joins results of further samples; [ ] = dose if it differs, or a comment.

SMILES	DENV2 CPE	CASP6 VEID inh	SIRT5 block	ERp5 inh	ERAP1 inh	CFTR F508del cor	miR-122 sensor
C[C@@H]1CN([C@@H](C)CO)S(=O)(=O)c2ccc(C#C[C@@H](C)O)cc2O[C@H]1CN(C)C(=O)C1CCCCC1	-9	1	6	-5	1	-1.2	2[16.7 µM]
COC(=O)C1=C(C)N(C)C(=NCc2ccc(OC)cc2)NC1c1cccc(C(F)(F)F)c1 (stereo not given)	1	1	·	-4	-2	-2.7	·
Cc1cc(C)c(O)c(NC(=S)NC(=O)Cc2ccccc2)c1	-1	-2	0	3	-3	-4.1	·
Cc1noc(C)c1NC(=O)Nc1ccc2c(c1)CC(=O)N([C@@H](C)CO)C[C@H](C)[C@@H](CN(C)Cc1ccc(Cl)c(Cl)c1)O2	3	1	-1	0	1	-6.1	109*[16.7 µM]
C/C=C/c1ccc2c(c1)O[C@@H](CN(C)Cc1cncnc1)[C@H](C)CN([C@H](C)CO)S2(=O)=O	-1	-4	-6	4	0	0.2	·
Cn1nc(C(C)(C)C)cc1N1C(=O)CCC1(C)C(=O)NCc1ccccc1 (stereo not given)	?	2	3	1	14	-0.6	-1
C[C@@H]1CCCCO[C@H](CN(C)Cc2ccc(C(=O)O)cc2)[C@H](C)CN([C@@H](C)CO)C(=O)c2cc(NC(=O)CCC(F)(F)F)ccc2O1	-2	1	4	5	2	-1.6	0[16.7 µM]
Cc1nn(C)cc1CNC(=O)C1C2CCC(C2)C1C(=O)O (stereo not given)	-5	3	0	3	1	0.2	·
O=c1cc(CN2CCOCC2)c2cc(Cl)c(O)cc2o1	-1	7	-35	5	-318	2.6	-2
Cc1ccc(C(=O)OCC(=O)Nc2ccc(Cl)cn2)s1	-5	-2	-1	4	-6	-1.8	·
CC(C(=O)Nc1ccccn1)(c1ccccc1)c1ccccc1	-2	2	-2	-6	2	-2.1	-3
C[C@@H]1CN([C@@H](C)CO)C(=O)Cc2cc(NC(=O)NC3CCCCC3)ccc2O[C@@H]1CN(C)S(=O)(=O)c1ccc(F)cc1	10	1	-1	6	1	-0.9	-9[16.7 µM]
CC(=O)N1CCCc2cc(S(=O)(=O)N3CCCC(C(=O)NCc4ccccc4)C3)ccc21 (stereo not given)	-3	-8	-4	-2	-1	-0.7	·
Cc1ccc(S(=O)(=O)Nc2ccc3c(c2)CC(=O)N([C@H](C)CO)C[C@H](C)[C@@H](CN(C)S(C)(=O)=O)O3)cc1	-3	-6	3	1	1	1.1	42[16.7 µM]
CCc1ccc(NC(=O)CSc2nc(=O)n(CCCN3CCOCC3)c3c2CCCC3)cc1	0	3	-3	2	6	2.8	7
CCN(CC)C(=O)C1CCCN(C/C=C/c2ccccc2[N+](=O)[O-])C1 (stereo not given)	-1	-2	1	3	-4	1.9	-4
C#CCOCCOCCOCCNc1nc(N2CCN(C(=O)CCCCCCCCCCNC(=O)[C@@H](CCC(=O)O)n3cc(CCCCCN)nn3)CC2)nc(N2CCN(C(=O)CCCCCCCCCCNC(=O)[C@@H](CCC(=O)O)n3cc(CCCCCN)nn3)CC2)n1	10	4	·	3	14	-3.2	1
COc1ccc(C2=CC(=O)C[C@H](c3ccc(F)cc3)C2)c(OC)c1	10	4	4	4	-3	5.4	1
COCCNC(=S)N/N=C/c1ccc(-c2ccc([N+](=O)[O-])cc2)o1	-6	1	-3	?	3	-2.6	17
CNc1nc(OC)nc(N(C#N)CN2C(=O)c3ccccc3S2(=O)=O)n1	-8	2	-4	3	3	-0.5	·

The closing 3 entries of the part before are carried over, then new ones follow.
SMILES	DENV2 CPE	CASP6 VEID inh	SIRT5 block	ERp5 inh	ERAP1 inh	CFTR F508del cor	miR-122 sensor
COc1ccc(C2=CC(=O)C[C@H](c3ccc(F)cc3)C2)c(OC)c1	10	4	4	4	-3	5.4	1
COCCNC(=S)N/N=C/c1ccc(-c2ccc([N+](=O)[O-])cc2)o1	-6	1	-3	?	3	-2.6	17
CNc1nc(OC)nc(N(C#N)CN2C(=O)c3ccccc3S2(=O)=O)n1	-8	2	-4	3	3	-0.5	·
Cc1cc(C(=O)N/N=C/c2ccc(-c3cccc(Br)c3)o2)n[nH]1	?	3	3	-2	0	-0.6	-4
CN(C(=O)CSc1nnnn1-c1ccc(O)cc1)C1CCS(=O)(=O)C1 (stereo not given)	0	0	5	0	4	-0.7	0
COc1ccc(N(CC2CO2)S(=O)(=O)c2ccc(C)cc2)cc1 (stereo not given)	-3	2	-2	-3	1	-1.5	-4
CCc1cc(=O)oc2c3c(cc(OCC(=O)NC4CC4)c12)OC(C)(C)CC3	-1	-4	·	-1	2	6.7	1
CO[C@H]1CC[C@H]2CCOc3c(C#N)cccc3C(=O)N(C)C[C@H](c3ccccc3)CC(=O)N(C)C[C@@H]1O2	-8	4	0	1	2	0.4	·
C[C@@H]1CN([C@H](C)CO)C(=O)c2cc(NC(=O)C3CCCCC3)ccc2O[C@@H](C)CCCCO[C@@H]1CN(C)Cc1ccc(C(=O)O)cc1	3	0	0	4	-3	-0.6	2[16.7 µM]
COc1ccc(Nc2nc(-c3cc4cccc(OC)c4oc3=O)cs2)cc1	0	1	1	4	1	4.4	·
CC(C)C(C(=O)Nc1ccccc1)N1C(=O)c2ccccc2C1=O (stereo not given)	4	0	-2	0	5	-2.1	-2
CSc1ccccc1OCc1cc(C(=O)NC2CCOC2)no1 (stereo not given)	17	1	-1	-4	1	3.3	-11
COc1cc(CNc2ncnc3c2ncn3[C@H]2CN(Cc3ccco3)C[C@@H](CO)O2)cc(OC)c1OC	11	2	·	2	-1	0.4	2
CC(=O)n1cc([C@H]2C=C(C(=O)Nc3ccccc3)O[C@@H](OCCCCO)C2)c2ccccc21	5&6	0&0	-2&-4	-4&-1	-1&0	2.2&-0.2	-2
CC(C)CCC[C@](C)(O)c1ccc(C(=O)O)cc1O	6	4	3	2	·	-0.5	·
O=C(O)c1ccc(C(=O)c2cc([N+](=O)[O-])cc([N+](=O)[O-])c2)cc1	16	2	-1	8	3	-0.6	·
COc1cc(NC(=O)c2cccc3c2C(=O)N(Cc2cccnc2)C3)cc(OC)c1OC	6	-1	-2	-9	7	4.7	-10
CCCC#Cc1cnc2c(c1)C(=O)N([C@@H](C)CO)C[C@H](C)[C@H](CN(C)C(=O)c1cnccn1)O2	8	2	-3	-1	1	-0.2	5[16.7 µM]
COc1ccc(OCC(=O)Nc2cc(-c3nn4c(C)nnc4s3)ccc2C)cc1	-3	1	·	-2	-1	2.3	-1
CCOC(=O)C1CCN(CC(=O)c2c(C)n(C)c3ccc(OC)cc23)CC1	-2	1	-1	-2	1	-2.1	-12
Cc1ccn(C(C)CC(=O)N2CCc3ccccc32)n1 (stereo not given)	-2	4	0	4	4	-1.9	-3
COc1cccc(C#Cc2ccc([C@@H]3[C@@H](CO)N4C(=O)CN(C(=O)C5CC5)C[C@H]34)cc2)c1	2	3	-3	6	0	1.7	·
CCCN(CCC)C(=O)c1ccc2c(c1)N(Cc1ccccc1)C(=O)CS2=O (stereo not given)	9	0	·	5	-2	0.2	11
CC(C)NC(=O)N(C)C[C@H]1Oc2c(NC(=O)c3ccncc3)cccc2C(=O)N([C@@H](C)CO)C[C@@H]1C	-9	0	-3	-3	0	0.4	1[16.7 µM]
C[C@@H]1CN([C@H](C)CO)C(=O)c2cc(NC(=O)c3ccccc3)ccc2O[C@@H](C)CCCCO[C@@H]1CN(C)Cc1ccc(C(=O)O)cc1	115*	1	0	1	6	0.5	6[16.7 µM]
CC(C)c1ccc2nc(N)sc2c1	-10	1	-2	3	2	-0.4	-11
COc1cc(OC)cc(C2=Cc3ccccc3C(CC(=O)c3ccco3)N2c2ccc(-c3cncnc3)cc2)c1 (stereo not given)	-2	-1	-2	-2	·	3.2	·
O=C(NCc1ccco1)c1nnc(Cc2ccc(Cl)cc2)o1	-1	-1	-1	6	4	-1.5	-6
COc1ccc(-n2nc(C(=O)NCC(=O)N3CCCC3)c3ccccc3c2=O)cc1Cl	-2	5	7	-3	10	-1.3	·
CS(=O)(=O)N1[C@@H]2c3ccc(-c4ccccc4)c(=O)n3C[C@@H]2[C@@H](CO)[C@@H]1C(=O)NC1CCC1	-3	-1	-12	-1	3	1.7	3[16.7 µM]
COCC(=O)NNC(=S)Nc1cccc(C)c1C	-6	0	-3	-1	2	-0.6	·
CC(C)=CC(=O)Nc1ccc(OCc2ccccc2)cc1	·	-1	-2	4	-3	-0.8	-3
Cc1nn(C)cc1S(=O)(=O)N1CCN(Cc2ccc(F)cc2Cl)CC1	-4	-6	-5	1	3	3.0	·
O=C(Nc1cccc(S(=O)(=O)N2CCOCC2)c1)C(c1ccccc1)N1CCCCC1 (stereo not given)	-1	-1	-3	-1	0	-3.3	·
Cc1ccc(-n2c(N)c(S(=O)(=O)c3ccccc3)c3nc4ccccc4nc32)cc1	6	0	0	3	4	-2.2	·
COc1ccc(NC(=O)CSc2nnnn2C)c([N+](=O)[O-])c1	2	-1	9	12	1	0.2	·
COc1ccccc1-c1nnc(-c2ccc(F)cc2)o1	-7	-2	-5	4	0	-1.8	-3
N=c1c(S(=O)(=O)c2ccccc2)cc2c(=O)n3ccccc3nc2n1C1CCCC1	-2	1	0	3	-19	4.5	·
C[C@@H]1CN([C@H](C)CO)C(=O)Cc2cc(NC(=O)Nc3ccc(F)cc3)ccc2O[C@H]1CN(C)Cc1ccc(C(F)(F)F)cc1	7	2	-1	4	-6	1.1	-6[16.7 µM]
N#Cc1c(NC(=O)c2cnccn2)sc2c1CCCC2	-6	17	-2	11	4	·	·
CC1CC2(CCCC2)N(C(=O)c2ccccc2)Cc2ccccc21 (stereo not given)	10	0	-3	-2	-2	-3.0	-4
CC(=O)Nc1cc(-c2ccc(Cl)cc2)[nH]n1	10	-2	-2	5	-1	-0.5	10
O=S1(=O)CC/C(=N/Nc2ccccn2)c2cc(F)ccc21	3	0	-6	3	-1	-2.2	·
CCCCN1C(=N)N([C@@H](C)CN2CCC[C@H]2CN2C(N)=NC[C@H]2C(C)C)C[C@H]1[C@H](C)CC	-18	-59	-3	2	1	-1.9	·
CC(=O)C1=C(C)NC(SCC(=O)Nc2nc3ccccc3s2)=C(C#N)C1c1ccc(Cl)cc1 (stereo not given)	-3	-1	1	2	0	4.4	·
COc1ccc(-c2nnc3n2CCCCC3)cc1OC	-8	-3	-3	2	0	-2.7	-3
CC(C)NC(=O)Nc1ccc2c(c1)CC(=O)N([C@@H](C)CO)C[C@@H](C)[C@@H](CN(C)S(=O)(=O)c1ccccc1)O2	-1	-5	4	-3	0	-0.9	-5[16.7 µM]
Cc1ccc(S(=O)(=O)N(C)C[C@H]2Oc3ccc(NC(=O)Nc4ccc(F)cc4)cc3CC(=O)N([C@@H](C)CO)C[C@H]2C)cc1	0	-1	-1	8	-1	-1.3	-10[16.7 µM]
Cc1ccc(C)n1-c1ccc(C(=O)Nc2ccccc2F)cc1	5	4	-4	1	-2	1.4	·
COc1ccc(C2CC(=O)C(C=NCCN3CCN(C(=S)Nc4ccccc4)CC3)=C(O)C2)cc1OC (stereo not given)	1	2	1	?	-3	-2.6	-2
C[C@@H]1CN([C@@H](C)CO)C(=O)c2ccccc2-c2ccccc2CO[C@H]1CN(C)S(=O)(=O)c1ccc(F)cc1	-8	1	-2	7	2	0.1	·
CC1CCN(S(=O)(=O)c2ccc(NC(=O)[C@@H]3CCCC[C@@H]3C(=O)O)cc2)CC1	11	-3	-2	3	-1	-2.6	1
Cc1ccc(CNC(=O)C(=O)NCC2OCCN2C(=O)c2ccc3c(c2)OCO3)cc1 (stereo not given)	4	2	0	-2	0	-0.1	·

A draw from above in order of length of the SMILES, descending.
SMILES	DENV2 CPE	CASP6 VEID inh	SIRT5 block	ERp5 inh	ERAP1 inh	CFTR F508del cor	miR-122 sensor
Cc1ccc(S(=O)(=O)N(C)C[C@H]2Oc3ccc(NC(=O)Nc4ccc(F)cc4)cc3CC(=O)N([C@@H](C)CO)C[C@H]2C)cc1	0	-1	-1	8	-1	-1.3	-10[16.7 µM]
COc1ccc(C2CC(=O)C(C=NCCN3CCN(C(=S)Nc4ccccc4)CC3)=C(O)C2)cc1OC (stereo not given)	1	2	1	?	-3	-2.6	-2
COc1ccc(-c2nnc3n2CCCCC3)cc1OC	-8	-3	-3	2	0	-2.7	-3
